# Source: PubChem
# ERp5 inh = inhibitors of ERp5-driven insulin aggregation, primary screen, biochemical, turbidity, absorbance 650 nm, single point; Protein disulfide-isomerase A6 (Homo sapiens), Q15084; 90 min; inhibition, % at 9.99 µM; hit rate 0.05% among 350,000; AID 651711, 2012;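 active = mean replicate inhibition above about 25%, with every replicate also reaching it, limit read from the data, passing the limit was not always enough; inconclusive = only one of those two criteria met; inactive = neither criterion met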
# miR122 inh = miR-122 Renilla sensor signal increase in Huh7, primary screen, miR-122 inhibitor project, cell-based, single point, plate reader; Huh7 miR-122 Renilla luciferase sensor, 48 h; neutral wells = 0, positive control = 100; activation (reporter increase), % at 12.5 µM; hit rate 0.3% among 340,000; AID 602342, 2012;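 active = mean replicate activation score at least 90 and every replicate individually at or above 90; inconclusive = only one of the two criteria met; inactive = neither criterion met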;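 note: higher luciferase means less miR-122 activity so hits act as miR-122 inhibitors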
# ERAP1 inh = human ERAP1 aminopeptidase inhibitors, primary screen, biochemical, single point, plate reader. Endoplasmic reticulum aminopeptidase 1 (Homo sapiens), Q9NZ08. inhibition, % at 10.7 µM. hit rate 0.15% among 340,000. recombinant ERAP1, Leu-AMC fluorescence, 60 min;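 active = mean replicate inhibition of at least 30%, or all replicates individually reaching that 30% level; inactive = mean below 30% and not every replicate reaching it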;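 note: 0% = neutral control wells and 100% = L-leucinethiol positive control wells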
# Target sequence (Q9NZ08 whole entry, looked up): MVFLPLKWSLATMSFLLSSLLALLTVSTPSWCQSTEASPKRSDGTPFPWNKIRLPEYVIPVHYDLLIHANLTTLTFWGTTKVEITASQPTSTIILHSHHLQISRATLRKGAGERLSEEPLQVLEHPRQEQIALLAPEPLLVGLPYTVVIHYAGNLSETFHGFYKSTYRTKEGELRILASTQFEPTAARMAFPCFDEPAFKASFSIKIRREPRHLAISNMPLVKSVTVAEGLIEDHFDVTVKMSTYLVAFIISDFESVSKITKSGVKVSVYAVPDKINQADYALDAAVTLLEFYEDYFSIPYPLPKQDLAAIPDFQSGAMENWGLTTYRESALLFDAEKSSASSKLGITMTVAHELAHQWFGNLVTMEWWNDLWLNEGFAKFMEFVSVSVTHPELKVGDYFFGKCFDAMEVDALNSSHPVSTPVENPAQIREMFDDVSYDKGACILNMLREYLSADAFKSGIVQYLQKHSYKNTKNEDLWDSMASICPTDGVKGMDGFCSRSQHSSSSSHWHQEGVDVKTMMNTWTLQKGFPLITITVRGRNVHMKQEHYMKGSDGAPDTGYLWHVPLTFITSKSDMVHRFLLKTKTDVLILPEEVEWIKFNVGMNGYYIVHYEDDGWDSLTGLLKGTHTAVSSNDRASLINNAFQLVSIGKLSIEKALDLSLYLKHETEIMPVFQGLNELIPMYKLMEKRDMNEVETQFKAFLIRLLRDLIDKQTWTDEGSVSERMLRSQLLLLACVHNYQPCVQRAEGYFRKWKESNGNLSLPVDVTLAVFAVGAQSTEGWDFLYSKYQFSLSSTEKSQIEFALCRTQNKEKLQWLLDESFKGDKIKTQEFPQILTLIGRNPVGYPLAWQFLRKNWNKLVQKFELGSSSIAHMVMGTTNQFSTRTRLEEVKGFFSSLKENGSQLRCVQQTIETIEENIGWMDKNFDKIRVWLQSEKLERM
# DENV2 CPE rescue = inhibitors of DENV2 cytopathic effect, primary screen, cell-based, plate reader, single concentration; DENV2-infected cells, cytopathic effect rescue; AID 651640, 2012; hit rate 1.7% among 350,000; CPE inhibition, % at 9.99 µM; in the data active = CPE inhibition above about 20%, passing the limit was not always enough; inconclusive = no clear call, values can overlap the other calls; tested in BHK-21 cells;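 note: 0% = median of neutral control wells and 100% = median of positive control wells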
# SIRT5 block = SIRT5 desuccinylase inhibitors, primary screen, biochemical, fluorescence imaging, single point, set 5 | NAD-dependent protein deacylase sirtuin-5, mitochondrial (Homo sapiens), Q9NXA8 | Purified SirT5, succinyl-peptide AMC, trypsin-coupled fluorescence | inhibition, % at 15 µM | hit rate 1.1% among 330,000 | AID 652115, 2013; in the data active = inhibition above about 15%; inconclusive = no clear call, values can overlap the other calls
# CFTR F508del cor = F508del CFTR correction, initial screen, CFBE line, single point. activity (quench increase), % at 7.58 µM. hit rate 0.36% among 350,000. AID 720511, 2013. CFBE cells, YFP halide quenching; stimulated with forskolin plus potentiator P3; % fluorescence drop versus neutral controls;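 active = mean added fluorescence quench of at least 8% versus neutral control, with both replicates also reaching 8%; inconclusive = only one of the mean or replicate conditions met; inactive = mean below 8% and not both replicates reaching 8%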;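 note: cells transiently co-express mutant CFTR-F508del with the halide-sensitive YFP; corrector assay measuring rescue of mutant channel to the surface after 24 h compound exposure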
# CASP6 VEID inh = human caspase-6 inhibitors, primary screen, biochemical, VEID-R110 fluorescence, single point, set 2. AID 686996, 2013. purified caspase-6, Z-VEID-R110 cleavage fluorescence. inhibition, % at 12.5 µM. hit rate 0.53% among 350,000. P55212;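 active = mean inhibition across replicates at least about 35%, with every replicate also reaching that limit, limit read from the data; inconclusive = only one of the two criteria met; inactive = neither criterion met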;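 note: 0% = median of neutral control wells and 100% = no fluorescence left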
# An asterisk follows results filed as active; u = inconclusive; x = no result given; [ ] = dose if it differs, or a comment. Rows are unselected (roughly 4% active in at least one column).
SMILES,ERp5 inh,miR122 inh,ERAP1 inh,DENV2 CPE rescue,SIRT5 block,CFTR F508del cor,CASP6 VEID inh
Cc1cc(C)c(NC(=O)Cn2c([N+](=O)[O-])cnc2C)c(C)c1,3,x,-3,-1,-2,0.5,2
C[C@H]1CN([C@@H](C)CO)C(=O)c2cc(N(C)C)ccc2O[C@H]1CN(C)Cc1ccccc1,13,3[16.7 µM],-2,u,1,-0.7,0
COc1ccc(OCCSc2nc(-c3ccccc3)cc(=O)[nH]2)cc1,-14,7,13,-3,-2,0.1,1
Cc1noc(NS(=O)(=O)c2ccc(NC(=O)c3oc4ccc(F)cc4c3C)cc2)c1C,-3,x,-2,-6,-8,-1.9,4
COCCn1c(SCC(=O)Nc2cc(C)cc(C)c2)nc2ccccc2c1=O,2,-3,-3,-2,3,-2.7,0
c1ccc2nc(NN=C3CCCCC3)ccc2c1,-10,6,2,2,-7,-0.1,0
CCC(C)N(C(=O)COC(=O)c1cc([N+](=O)[O-])ccc1N1CCOCC1)C1CCS(=O)(=O)C1 (stereo not given),4,-3,7,0,0,4.7,-3
COc1ccc(NC(=O)O/N=C/c2ccccc2Cl)cc1,-1,x,0,3,1,-1.6,1
O=[N+]([O-])c1cc(CS(=O)(=O)Oc2ccc(Cl)cc2)c(O)c([N+](=O)[O-])c1,0,x,6,1,6,-0.5,1
COc1ccnc(Oc2cccc(C(F)(F)F)c2)c1C(=O)N/C=N/OCc1ccccc1F,6,-1,0,-10,0,-0.1,-1
COC(=O)[C@@H]1C[C@@]2(O)[C@H](O)[C@H](O)[C@H](O)C[C@H]2N1Cc1ccc(-c2ccccc2)cc1,0,-4,5,u,-3,0.5,2
O=C(C[C@@H]1CC[C@@H](NC(=O)NC2CCCCC2)[C@H](CO)O1)NCc1ccc(Cl)cc1,-1,x,1,-4,-2,-0.6,1
COc1cccc2cc(C(C)=O)oc12,1,-4,3,-3,-2,1.5,3
COC(=O)c1ccccc1CON1C(=O)C(C)(C)N(OCc2ccccc2C(=O)OC)C(=O)C1(C)C,-5,-2,1,-4,-2,-0.2,0
CCCN1[C@@H]2Cn3c(ccc(-c4ccccc4OC)c3=O)[C@H]1[C@@H](C(=O)N1CCOCC1)[C@@H]2CO,6,x,4,-11,-7,-3.5,1
C[C@H]1CN([C@@H](C)CO)C(=O)c2cc(C#CCc3ccccc3)cnc2O[C@H]1CN(C)C(=O)C1CCCCC1,-1,1[16.7 µM],-3,28,-2,0.3,-1
O=C(N/N=C/c1ccc(Br)s1)c1cccs1,-3,-2,1,3,-3,0.2,-1
CN1C(=O)c2cc(NC(=O)Nc3ccccc3F)ccc2OC[C@@H]2O[C@@H](CC(=O)NCc3ccc(-c4ccccc4)cc3)CC[C@@H]21,-3,-38[16.7 µM],-6,-5,2,-4.6,1
C[C@H](CO)N1C[C@H](C)[C@H](CN(C)S(C)(=O)=O)Oc2ccc(NS(=O)(=O)c3cn(C)cn3)cc2C1=O,8,-3[16.7 µM],0,11,-1,0.2,-2
O=C(CSc1nc(=O)n(CCCN2CCOCC2)c2c1CCC2)Nc1cccc(F)c1,-2,x,3,-9,0,-0.6,0
CC(C)CCn1c(N2CCCC2)nc2c1c(=O)n(C)c(=O)n2C,2,0,0,-5,x,-2.0,2
Cc1ccc(C(=O)NCC(=O)OCC(=O)N(CC(C)C)c2c(N)n(Cc3ccccc3)c(=O)[nH]c2=O)s1,-1,3,2,10,-3,-4.3,-1
O=C(C[C@H]1CC[C@H](NC(=O)CC2CC2)[C@H](CO)O1)NCc1ccccc1,-1,x,3,-5,-2,1.8,-1
CCCNC(=O)Nc1ccc2c(c1)OC[C@@H](C)N(Cc1ccccn1)C[C@H](C)[C@@H](OC)CN(C)C2=O,4,x,2,9,-2,-1.4,0
COc1ccc(C)cc1NC(=O)c1nnn(CCc2ccccc2)c1N,3,-1,1,3,x,1.2,1

# (next part)
SMILES,ERp5 inh,miR122 inh,ERAP1 inh,DENV2 CPE rescue,SIRT5 block,CFTR F508del cor,CASP6 VEID inh
Cc1noc(C)c1S(=O)(=O)N(C)C[C@H]1Oc2c(NS(=O)(=O)c3cn(C)cn3)cccc2C(=O)N([C@@H](C)CO)C[C@@H]1C,22,-1[16.7 µM],-2,-6,-2,-4.9,-1
O=C(C[C@H]1C=C[C@@H](NC(=O)C2CCC2)[C@H](CO)O1)NCc1ccncc1,-8,x,1,0,1,0.6,0
CC(C)C(=O)N=C1SC2CS(=O)(=O)CC2N1Cc1ccccc1 (stereo not given),1,3,-3,-4,1,-4.3,1
CCOc1ccc(C2OC(=O)Cc3cc(OC)c(OC)cc32)cc1 (stereo not given),2,x,8,u,0,-4.5,13
CCCc1ccc(S(=O)(=O)N2CCN(C(=O)CN3C(=O)NC(C)(C4CC4)C3=O)CC2)cc1 (stereo not given),-1,-4,-2,13,x,-1.4,2
Cc1cc(C)c(N(C(=O)c2csnn2)C(C(=O)NC(C)(C)C)c2ccncc2)c(C)c1 (stereo not given),4,x,4,-4,1,1.2,-2
CCC(=O)N1CCc2cc(OC)c(OC)cc2C1COc1ccccc1OC (stereo not given),0,x,-4,1,3,2.1,-4
Cc1ccc(OC(C)C(=O)N2CC(=O)Nc3ccccc32)c(C)c1 (stereo not given),2,x,2,-4,3,-0.7,-1
O=C(Nc1ccccc1)N1CCCCN2[C@@H](CO)[C@@H](c3ccc(C#CC4CC4)cc3)[C@@H]2C1,-2,-8[16.7 µM],0,-10,5,-3.4,-1
CCNC(=O)C[C@@H]1CC[C@H](NS(=O)(=O)c2ccc(C)cc2)[C@H](CO)O1,-1,x,1,-3,-1,-1.8,0
O=C(NC(=S)NNC(=O)c1ccco1)c1ccc(F)cc1,5,1,1,0,-1,5.4,-1
COC(CNC(=O)CNC(=S)N(Cc1ccccc1)Cc1cccnc1)OC,1,-5,-4,-2,-2,4.0,-1
Cc1cccc(NC(=O)Cc2nc(-c3c[nH]c(C(=O)N4CCCC4)c3)cs2)c1,14,x,0,4,0,1.5,-1
Cc1ccc(S(=O)(=O)N2CCOCC2)cc1NC(=O)CSc1nnnn1C,-5,-2,-2,-7,-2,-1.1,-8
Cc1cccc2cc(CN(C(=O)c3cccc([N+](=O)[O-])c3)C(C)C)c(=O)[nH]c12,-3,17,1,0,-4,1.5,-7
CCc1ccccc1NNC(=O)c1cc(C)on1,2,0,6,5,-3,0.0,1
N#C[C@@H]1N[C@@H](CO)[C@H]1c1ccc(-c2cccc(F)c2)cc1,5,x,-1,3,-1,-3.3,1
COC(=O)Cc1ccc(OC2(C)CCN(Cc3csc4ccccc34)C2)cc1 (stereo not given),1,7,-2,26*,-1,1.2,-3
COc1c(C)cc(C(O)c2ncc(-c3cccc(C(F)(F)F)c3)[nH]2)cc1C (stereo not given),-1,8,1,4,-1,-2.1,1
Cn1c(C(=O)NCc2ccccn2)cc2c(=O)n(C)c3ccccc3c21,6,-7,x,8,x,-4.3,0
COc1ccc(NC(=S)N(CCN2CCOCC2)Cc2cc3cc4c(cc3[nH]c2=O)OCO4)cc1,2,x,2,-2,-1,1.6,-2
Cc1c(Cl)ccc(S(=O)(=O)N2CCN(C)CC2)c1Cl,-2,0,0,-7,x,-0.5,4
O=C(C[C@@H]1CC[C@@H](NC(=O)C2CCOCC2)[C@@H](CO)O1)Nc1ccc(-c2ccccc2)cc1,-3,x,-4,0,1,0.4,0
Nc1nc(=O)n(C2OC(CO)C(O)C2O)cc1F (stereo not given),0,-4,-1,-11,x,-1.6,2
CN(C(=O)CSc1nc2cc(C(=O)O)ccc2c(=O)n1Cc1ccccc1)C1CCS(=O)(=O)C1 (stereo not given),-2,x,1,x,-2,-0.9,5

# Additional structures follow:
SMILES,ERp5 inh,miR122 inh,ERAP1 inh,DENV2 CPE rescue,SIRT5 block,CFTR F508del cor,CASP6 VEID inh
O=C(O)C1CC(=O)N(c2ccc(OCc3ccc(Cl)cc3Cl)cc2)C1 (stereo not given),-3,2,0,2,-2,0.8,1
CCC(=O)N1CCN(c2ccccc2NC(=O)c2cccc(C)c2)CC1,2,4,4,-4,-1,x,2
COc1cccc(/C=N/n2c(-c3cc(C)[nH]n3)n[nH]c2=S)c1,x,x,3,5,0,2.5,-3
CN(CC(=O)Nc1ccccc1F)Cc1cccs1,-8,-3,1,-2,-4,2.3,-2
C[C@H](CO)N1C[C@H](C)[C@H](CN(C)C(=O)c2ccncc2)OCCCC[C@H](C)Oc2ccc(NS(=O)(=O)c3ccc(F)cc3)cc2C1=O,2,1[16.7 µM],2,-3,2,0.3,-3
O=C(N/N=C/c1ccc(O)c(O)c1)c1ccc(CSc2cccc3cccnc23)cc1,2,-7,4,x,-1,x,4
C[C@H](CO)N1C[C@H](C)[C@H](CN(C)C(=O)CC2CC2)Oc2ncc(C#Cc3cccnc3)cc2C1=O,-2,27[16.7 µM],9,2,8,0.7,5
CCC(=O)Nc1ccc2c(c1)OC[C@H](C)N(C(C)=O)C[C@H](C)[C@H](OC)CN(C)C2=O,-2,-3[16.7 µM],0,12,-4,-1.0,4
CC(C)(C)OC(=O)COc1cc(O)c2c(=O)cc(-c3ccccc3)oc2c1,7,x,0,-3,-4,1.8,-1
O=C(Nc1c(-c2ccccc2)[nH][nH]c1=O)c1ccc2ccccc2c1,-4,x,-1,-7,0,0.6,8
O=C(C[C@@H]1C[C@H]2c3cc(NC(=O)CC4CC4)ccc3O[C@H]2[C@@H](CO)O1)NCc1ccc(Cl)cc1,-1,-2[16.7 µM],0,2,-1,-1.6,1
COc1ccc(-c2cc3nc(C4CCN(C(=O)OC(C)(C)C)CC4)c(C(=O)O)cn3n2)cc1,-1,3,1,1,0,2.1,1
COc1ccc(-c2cc(C)no2)cc1S(=O)(=O)NCCc1ccco1,-1,65,-6,0,9,0.2,14

# Among those listed so far, these contain a Cl atom.
SMILES,ERp5 inh,miR122 inh,ERAP1 inh,DENV2 CPE rescue,SIRT5 block,CFTR F508del cor,CASP6 VEID inh
COc1ccc(NC(=O)O/N=C/c2ccccc2Cl)cc1,-1,x,0,3,1,-1.6,1
O=[N+]([O-])c1cc(CS(=O)(=O)Oc2ccc(Cl)cc2)c(O)c([N+](=O)[O-])c1,0,x,6,1,6,-0.5,1
O=C(C[C@@H]1CC[C@@H](NC(=O)NC2CCCCC2)[C@H](CO)O1)NCc1ccc(Cl)cc1,-1,x,1,-4,-2,-0.6,1
Cc1c(Cl)ccc(S(=O)(=O)N2CCN(C)CC2)c1Cl,-2,0,0,-7,x,-0.5,4
O=C(O)C1CC(=O)N(c2ccc(OCc3ccc(Cl)cc3Cl)cc2)C1 (stereo not given),-3,2,0,2,-2,0.8,1
O=C(C[C@@H]1C[C@H]2c3cc(NC(=O)CC4CC4)ccc3O[C@H]2[C@@H](CO)O1)NCc1ccc(Cl)cc1,-1,-2[16.7 µM],0,2,-1,-1.6,1

# Part of the list above, reformatted.
SMILES	ERp5 inh	miR122 inh	ERAP1 inh	DENV2 CPE rescue	SIRT5 block	CFTR F508del cor	CASP6 VEID inh
CCC(=O)N1CCN(c2ccccc2NC(=O)c2cccc(C)c2)CC1	2	4	4	-4	-1	x	2
COc1cccc(/C=N/n2c(-c3cc(C)[nH]n3)n[nH]c2=S)c1	x	x	3	5	0	2.5	-3
O=C(N/N=C/c1ccc(O)c(O)c1)c1ccc(CSc2cccc3cccnc23)cc1	2	-7	4	x	-1	x	4
COc1ccc(-c2cc(C)no2)cc1S(=O)(=O)NCCc1ccco1	-1	65	-6	0	9	0.2	14
